FAS-TE inh = FAS thioesterase domain inhibitors, primary screen, biochemical, fluorescence intensity, uHTS | Fatty acid synthase (Homo sapiens), P49327 | recombinant FAS-TE, OMFH fluorogenic substrate, fluorescence endpoint | inhibition, % at 15 µM | 0.67% of 360,000 active | AID 602261, 2012;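 active means compounds whose normalised, plate-corrected inhibition of enzyme fluorescence in the single-dose primary screen is 50% or more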;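 further: 0% = DMSO with enzyme and 100% = substrate without enzyme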
Neddylation inh = inhibitors of cullin neddylation, primary screen, biochemical, TR-FRET, uHTS, NAE and Ubc12; calls only at 25 µM; 0.58% of 360,000 active; AID 651699, 2012; NEDD8-conjugating enzyme Ubc12 (Homo sapiens) + NEDD8-activating enzyme E1 regulatory …; in the data active means inhibition above about 36%
Tb MetRS inh = T. brucei MetRS inhibitors, primary screen, biochemical, luminescence | purified T. brucei MetRS, ATP depletion, Kinase-Glo luminescence | inhibition, % at 11.9 µM | 0.4% of 360,000 active | AID 624268, 2012;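 active means inhibition above a per-plate cutoff of the control wells' mean inhibition plus 3 SD, cut at about 5.5% in these data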;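 further: 0% = DMSO wells median and 100% = median of wells with control inhibitor compound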
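Material – parasite MetRS enzyme · Medium – HEPES-MgCl2-KCl buffer plus DTT, spermine, BSA, pyrophosphatase · Reagent – ATP, methionine and E. coli bulk tRNA substrates · Times – 15 min enzyme-compound preincubation, 2 h reaction, 10 min detection, 25 °C · Measured by – luminescence of leftover ATP · Evaluation – percent inhibition relative to median high and low control wells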
CSN deneddyl inh = inhibitors of CSN-mediated cullin deneddylation, primary screen, biochemical, fluorescence polarization, uHTS; Purified CSN, SCF-Nedd8-OG deneddylation; inhibition, % at 12.5 µM; 0.38% of 360,000 active; AID 651999, 2013;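 active means pattern-corrected inhibition above about 35%, with an unprinted fluorescence ratio check between 0.5 and 1.5, limit read from the data, passing the limit was not always enough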;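 further: 0% = enzyme with substrate and 100% = substrate without enzyme; some results filed as inactive read as strong as hits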
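Assay system: Purified human Csn5 enzyme expressed in HEK293T cells | Amount: Enzyme 0.24 nM | Measured by: Fluorescence polarization readout | Medium: Tris/NaCl/DTT buffer, pH 7.5 | Compound dosing: One concentration, 12.5 µM, 0.25% DMSO | Times: 90 min incubation of compound, enzyme and substrate at room temperature | Control set: no-enzyme wells high, enzyme-with-substrate wells low | Read-out: % inhibition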
MsrA inhibitor = bovine MsrA enzyme inhibitors, primary screen, biochemical, absorbance, HTS. AID 651718, 2012. Methionine sulfoxide reductase A (Bos taurus). 0.75% of 360,000 active. inhibition, % at 15.5 µM. purified bovine MsrA, absorbance read-out; in the data active means inhibition above about 4.5%;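 further: 0% = vehicle wells with enzyme and 100% = reference inhibitor wells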
Rin1 Abl inh = inhibitors of Rin1-Abl protein binding, primary screen, biochemical, TR-FRET; Tyrosine-protein kinase ABL1 (Homo sapiens) + Ras and Rab interactor 1 (Homo sapiens), …; inhibition, % at 7.35 µM; 0.4% of 360,000 active; AID 588664, 2011; in the data active means inhibition above about 5%, passing the limit was not always enough
Target sequence (P00519 whole entry, looked up): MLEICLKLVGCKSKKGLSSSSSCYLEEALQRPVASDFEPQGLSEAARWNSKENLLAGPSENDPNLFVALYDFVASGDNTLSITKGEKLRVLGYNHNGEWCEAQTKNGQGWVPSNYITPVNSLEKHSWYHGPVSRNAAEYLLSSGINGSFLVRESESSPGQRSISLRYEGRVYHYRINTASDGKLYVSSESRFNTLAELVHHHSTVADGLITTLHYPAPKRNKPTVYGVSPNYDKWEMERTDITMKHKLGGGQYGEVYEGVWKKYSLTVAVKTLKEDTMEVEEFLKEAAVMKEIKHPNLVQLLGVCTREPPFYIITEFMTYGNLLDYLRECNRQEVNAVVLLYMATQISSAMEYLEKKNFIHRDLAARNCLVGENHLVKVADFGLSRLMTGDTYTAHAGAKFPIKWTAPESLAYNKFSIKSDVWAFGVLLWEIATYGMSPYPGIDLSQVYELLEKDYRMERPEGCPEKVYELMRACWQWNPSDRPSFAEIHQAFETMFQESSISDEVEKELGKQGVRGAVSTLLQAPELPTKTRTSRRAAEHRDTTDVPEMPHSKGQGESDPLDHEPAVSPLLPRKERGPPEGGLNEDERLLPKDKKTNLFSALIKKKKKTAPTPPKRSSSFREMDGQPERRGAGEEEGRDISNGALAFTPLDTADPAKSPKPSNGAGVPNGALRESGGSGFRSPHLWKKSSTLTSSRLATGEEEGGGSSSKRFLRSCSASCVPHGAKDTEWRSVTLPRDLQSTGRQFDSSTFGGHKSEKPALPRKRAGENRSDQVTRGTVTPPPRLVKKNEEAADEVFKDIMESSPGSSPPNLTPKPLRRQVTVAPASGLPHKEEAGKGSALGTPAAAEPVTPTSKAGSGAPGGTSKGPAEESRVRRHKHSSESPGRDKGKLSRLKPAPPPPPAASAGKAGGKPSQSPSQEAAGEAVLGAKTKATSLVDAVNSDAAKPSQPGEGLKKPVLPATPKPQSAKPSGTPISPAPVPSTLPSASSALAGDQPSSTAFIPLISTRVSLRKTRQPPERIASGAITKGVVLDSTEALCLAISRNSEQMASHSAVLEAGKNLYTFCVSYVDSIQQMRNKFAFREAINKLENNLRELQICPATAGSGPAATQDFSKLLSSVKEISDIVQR
Target sequence (Q13671 whole entry, looked up): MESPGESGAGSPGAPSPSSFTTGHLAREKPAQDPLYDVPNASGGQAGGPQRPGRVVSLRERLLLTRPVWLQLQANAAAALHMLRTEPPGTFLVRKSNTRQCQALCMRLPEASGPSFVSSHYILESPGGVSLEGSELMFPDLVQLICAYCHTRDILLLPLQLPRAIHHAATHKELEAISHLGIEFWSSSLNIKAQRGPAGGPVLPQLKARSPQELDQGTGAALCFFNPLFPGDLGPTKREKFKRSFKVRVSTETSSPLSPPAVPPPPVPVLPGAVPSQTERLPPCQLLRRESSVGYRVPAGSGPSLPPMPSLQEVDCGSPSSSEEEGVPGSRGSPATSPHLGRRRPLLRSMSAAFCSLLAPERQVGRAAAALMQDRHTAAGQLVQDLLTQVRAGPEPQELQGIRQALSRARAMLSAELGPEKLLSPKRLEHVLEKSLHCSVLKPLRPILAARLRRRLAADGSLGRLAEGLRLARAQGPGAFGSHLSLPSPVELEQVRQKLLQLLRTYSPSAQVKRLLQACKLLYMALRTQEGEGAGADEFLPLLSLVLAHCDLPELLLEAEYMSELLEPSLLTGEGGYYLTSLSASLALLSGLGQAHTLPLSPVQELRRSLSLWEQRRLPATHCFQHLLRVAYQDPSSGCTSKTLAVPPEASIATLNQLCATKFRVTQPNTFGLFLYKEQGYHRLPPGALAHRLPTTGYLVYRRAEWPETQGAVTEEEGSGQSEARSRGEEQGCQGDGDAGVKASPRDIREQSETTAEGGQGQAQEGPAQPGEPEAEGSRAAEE
PABP1 MLLE inh = inhibitors of PABP1 MLLE–PAM2 peptide binding, primary screen, biochemical, fluorescence polarization, FITC-PAM2, GST-MLLE | inhibition, % at 20 µM | Polyadenylate-binding protein 1 (Homo sapiens), P11940 | AID 588489, 2011 | 0.36% of 360,000 active; in the data active means inhibition above about 35%, passing the limit was not always enough;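 further: plate controls were DMSO wells with GST-MLLE for no effect and wells lacking GST-MLLE protein for full effect; some results filed as inactive read as strong as hits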
MsrA act = bovine MsrA enzyme activators, primary screen, biochemical, absorbance, HTS; AID 602163, 2012; 0.3% of 360,000 active; Methionine sulfoxide reductase A (Bos taurus); activation, % at 10.6 µM; purified bovine MsrA, absorbance read-out; in the data active means activation above about 7.5%;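 further: 0% = vehicle and 100% = reference activator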
eLon inh = inhibitors of E. coli Lon protease, primary screen, biochemical, fluorescence polarization. P0A9M0. purified E. coli Lon protease. inhibition, % at 7.94 µM. 0.42% of 360,000 active. AID 602123, 2011; in the data active means inhibition above about 13%, passing the limit was not always enough;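 further: 0% = enzyme with probe and DMSO and 100% = no enzyme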
Numbers without * were called inactive; i = inactive; x = no result given.

SMILES	FAS-TE inh	Neddylation inh	Tb MetRS inh	CSN deneddyl inh	MsrA inhibitor	Rin1 Abl inh	PABP1 MLLE inh	MsrA act	eLon inh
CC(C)C[C@H](NC(=O)C1CC(=O)N(c2ccc3c(c2)OCO3)C1)C(=O)NC1CCCC1 (stereo partly drawn)	-7	i	0.3	-5	0.4	-1	33	0	9
COc1cc(CN2CCNC(=O)C2CC(=O)N(C)Cc2cccnc2)cc(OC)c1 (stereo not drawn)	-2	i	0.0	0	1.8	-6	-14	-1	6
COc1ccc(OC)c(NC(=S)N(CCc2c(C)[nH]c3ccccc23)Cc2cccs2)c1	33	i	-0.4	6	0.6	0	7	-4	2
O=C(CCCN1CC=C(n2c(=O)[nH]c3ccccc32)CC1)c1ccc(F)cc1	3	i	-1.2	1	0.8	2	2	-4	-9
Cn1c(=O)n(C)c2cc(NC(=O)C(F)(F)F)ccc21	-8	i	-1.8	0	0.5	0	11	-13	-7
COc1cc([C@@H]2C[C@H]3CN(c4ccccc4)C(=O)[C@]34CCCN24)cc(OC)c1OC	-3	i	1.1	4	2.5	2	-18	0	-11
Cc1cccc(C)c1NC(=O)CN1C(=O)NC(C)(CCc2ccccc2)C1=O (stereo not drawn)	2	i	0.3	-5	-0.1	2	0	0	-4
COc1cc(C(C)=O)ccc1OCCN1CCC(Cc2ccccc2)CC1	5	i	-0.5	-5	1.2	2	5	-6	-12
Cc1ccc(NC(=O)N2CCC(C(=O)c3ccc(F)cc3)CC2)cc1	1	i	0.3	4	-1.8	-1	1	-2	7
CCOc1c(Br)cc(C2NC(=O)CCC2[N+](=O)[O-])cc1OC (stereo not drawn)	-5	i	-1.0	3	0.8	1	-2	2	1
COc1cccc(OCCSc2nc3ccccc3c(=O)[nH]2)c1	-2	i	-1.1	-1	0.6	1	-14	-5	-10
CC(=O)NN(O)C1N(C)C(=O)N(Cc2ccccc2)C1(C)C (stereo not drawn)	-6	i	-0.6	-1	-0.5	1	-25	-3	0
OC[C@@H]1CN(C2CCCC2)C[C@H](n2cnc3c(NC4CC4)ncnc32)O1	-4	i	0.1	-4	0.2	-1	5	0	3
Cc1c(C(=O)O)cccc1-n1c(C)cc(C=O)c1C	-5	i	0.2	2	0.4	-2	-6	-5	-12
COc1ccc(Cc2noc(CN(C)Cc3ccc(-n4cccn4)cc3)n2)cc1OC	1	i	0.3	-4	-0.7	2	4	-4	-5
CC(NC(=O)c1ccco1)C(=O)N1CCN(c2ccccc2)CC1 (stereo not drawn)	-6	i	-0.4	1	0.8	-1	11	-3	4
Cc1onc(-c2ccccc2Cl)c1C(=O)OCC(=O)c1c(N)n(C)c(=O)n(C)c1=O	2	i	-0.8	-9	-0.7	1	7	0	-2
O=S(=O)(NCC1CCCO1)c1ccc(-c2ccc(Cl)cc2)cc1 (stereo not drawn)	5	i	0.7	-9	-1.6	-1	-20	0	-1
CNC(=O)COC(=O)c1ccc(Cl)c(S(=O)(=O)N2CCCC2)c1	-5	i	-0.6	3	1.6	5	7	-2	-1
Clc1cccc(CSC2=NCCCN2)c1	x	x	-1.0	x	x	-1	x	-5	-6

An excerpt from above in order of the CSN deneddyl inh value, low to high:
Structure,CSN deneddyl inh
CC(=O)NN(O)C1N(C)C(=O)N(Cc2ccccc2)C1(C)C (stereo not drawn),-1
Cc1c(C(=O)O)cccc1-n1c(C)cc(C=O)c1C,2
CNC(=O)COC(=O)c1ccc(Cl)c(S(=O)(=O)N2CCCC2)c1,3

New compounds follow
SMILES	FAS-TE inh	Neddylation inh	Tb MetRS inh	CSN deneddyl inh	MsrA inhibitor	Rin1 Abl inh	PABP1 MLLE inh	MsrA act	eLon inh
Cc1ccc(CNC(=O)C(=O)NCC2OCCN2S(=O)(=O)c2ccc3c(c2)OCCO3)cc1 (stereo not drawn)	0	i	-0.7	-3	-1.1	-1	-10	-5	-1
Cc1ccc(NCCC(=O)c2ccc(Cl)cc2)cc1C	-6	i	-0.7	0	0.2	1	13	-2	-10
C=CC[C@@H](CC(=O)N[C@@H](CO)Cc1ccccc1)C(=O)NC[C@H](OC(=O)[C@@H](CC=C)Cc1ccc(F)cc1)c1ccccc1	-5	i	-0.2	-2	-0.3	3	-6	-2	-7
CSCCC(C(=O)Nc1c(C)cccc1C)N1CCN(c2ccc(C(F)(F)F)cn2)CC1 (stereo not drawn)	19	i	-0.1	-2	-1.3	0	-3	-2	-2
COCCCNC(=S)N1CCN(c2nc(-c3ccc(F)cc3)cs2)CC1	30	i	-1.5	-1	-0.6	2	-133	-4	-4
CCCCCOC(=O)Nc1nnc(CCCCC)s1	-2	i	-0.3	-9	-1.1	2	11	-1	-7
O=C(/C=C/c1ccco1)Nc1ccc(Cl)c(S(=O)(=O)N2CCOCC2)c1	7	i	-0.2	4	3.3	-3	-5	-7	-8
Cc1ccc(C2Nc3ccccc3NC3=C2C(=O)CC(C)(C)C3)c(O)c1 (stereo not drawn)	-1	i	1.1	-8	2.9	3	19	-2	3
COc1cccc(NC(=O)Nc2nnc(CC(=O)NCc3ccccc3)s2)c1	-9	i	0.1	2	-1.2	2	5	-3	1
Cc1ccc2c(Cl)c(C(=O)NCC(c3ccco3)N3CCCC3)sc2c1 (stereo not drawn)	17	i	-0.3	-3	-0.9	-6	-6	-1	4
COc1ccc(OC)c(NC(=O)Nc2nc(C(N)C(C)C)cs2)c1 (stereo not drawn)	-8	i	-0.2	-4	-0.8	-4	-1	-3	0
N#Cc1ccc(CSc2nnc(NC(=O)c3ccc(=O)[nH]c3)s2)cc1	0	i	-0.4	5	6.0*	-1	3	-2	-6
COc1cc(-c2nc3cc(C)ccn3c2NC2CCCCC2)ccc1-c1ccc(C(C)=O)cc1	22	i	-0.3	10	1.3	-2	-65	-4	-11
COc1ccc(S(=O)(=O)NCCN2CCOCC2)c(C)c1C	-5	i	0.2	0	0.2	-2	-3	-4	-13
COc1ccc(-c2cc([C@H]3[C@H]4C=CC[C@@H](C)[C@@H]4C(=O)N3Cc3ccccc3)ccc2F)cc1OC	34	i	-0.3	2	2.2	0	-5	-1	1
CCOCCCN(C(=O)Cn1nnc(-c2ccc(OC)c(OC)c2)n1)C(C(=O)NCC1CCCO1)c1ccc(F)cc1 (stereo not drawn)	-2	i	-0.1	0	0.3	1	4	2	-1
O=C(Nc1ccccc1F)Nc1ccccc1Br	4	i	-0.2	-4	1.4	2	-6	-4	1
COCCN(C(=O)c1ccc(N2C(=O)c3ccccc3C2=O)cc1)c1c(N)n(CC(C)C)c(=O)[nH]c1=O	-6	i	-0.6	-1	-0.7	2	-5	6	-7
CCOc1cc(Br)c(CC(=O)O)cc1OCC	-8	i	0.5	1	-1.0	-1	10	-2	-6
C#CCN(C[C@@H]1[C@@H](OC(=O)NCc2ccccc2F)[C@@H](OC(=O)NCc2ccccc2F)Cn2c(=O)n(CCCCCC)c(=O)n21)S(=O)(=O)c1ccc(C)cc1	15	i	-0.2	6	0.2	0	3	-1	0

Results in CSN deneddyl inh, eLon inh and MsrA act, for two of the compounds above:
Molecule	CSN deneddyl inh	eLon inh	MsrA act
Clc1cccc(CSC2=NCCCN2)c1	x	-6	-5
COc1cc([C@@H]2C[C@H]3CN(c4ccccc4)C(=O)[C@]34CCCN24)cc(OC)c1OC	4	-11	0

The main list resumes with the 3 entries that preceded the break.
SMILES	FAS-TE inh	Neddylation inh	Tb MetRS inh	CSN deneddyl inh	MsrA inhibitor	Rin1 Abl inh	PABP1 MLLE inh	MsrA act	eLon inh
COCCN(C(=O)c1ccc(N2C(=O)c3ccccc3C2=O)cc1)c1c(N)n(CC(C)C)c(=O)[nH]c1=O	-6	i	-0.6	-1	-0.7	2	-5	6	-7
CCOc1cc(Br)c(CC(=O)O)cc1OCC	-8	i	0.5	1	-1.0	-1	10	-2	-6
C#CCN(C[C@@H]1[C@@H](OC(=O)NCc2ccccc2F)[C@@H](OC(=O)NCc2ccccc2F)Cn2c(=O)n(CCCCCC)c(=O)n21)S(=O)(=O)c1ccc(C)cc1	15	i	-0.2	6	0.2	0	3	-1	0
O=C(CN1CCCC1c1ccc2c(c1)OCCO2)NC(=O)Nc1ccccc1 (stereo not drawn)	20	i	-0.3	-1	0.5	-1	-7	-2	-16
Cc1ccc(-c2csc3ncnc(-n4cnc5ccccc54)c23)cc1	14	i	-0.4	-17	-0.1	-2	-7	-8	-10
Cn1c(NC(=O)c2cccc(C(F)(F)F)c2)cc(=O)n(C)c1=O	-8	i	0.6	-4	0.3	2	7	-1	-4
CN(CC(=O)O/N=C(\N)c1cccc([N+](=O)[O-])c1)S(=O)(=O)c1ccccc1	26	i	-0.1	0	-0.3	5	0	-5	-3
CCCc1nc2c([nH]1)c(=O)n(C)c(=O)n2C	-6	i	-0.7	0	0.7	3	3	-2	5
CC(C)(C)OC(=O)C[C@H]1C/C=C\C[C@H](CC(=O)N(CCO)Cc2ccccc2)C(=O)NCCOC1=O	-12	i	-0.1	0	-0.2	0	10	-3	10
Cc1ccc(C)c(NC(=O)CN(C)C(=O)C2COc3ccccc3O2)c1 (stereo not drawn)	-5	i	-0.3	-7	-0.4	1	-26	-1	-3

High-throughput results from PubChem BioAssay.
